Screens from PubChem BioAssay.
AMA1-RON2 inh: disrupts binding of P. falciparum AMA1 to RON2 | AlphaScreen AMA1-biotinylated RON2 peptide binding | Potency, µM (highest dose often 58.2 µM), for inactives: top-dose activity change, negative = inhibition, most hits filed as inhibitors | hit rate 0.2% among 360,000 | AID 720542;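 also: potency is read from the fitted curve at half-maximal effect; 0% = vehicle wells and -100% = peptide control; nearly all actives have a fitted effect of over 45% in size; some results filed as inactive show a strong effect at the top dose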
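AMA1 (3D7) with his tag at 25 nM final met compounds first, then biotinylated RON2 peptide at 25 nM; detection used donor plus acceptor beads, 10 µg/mL apiece, read by AlphaScreen after 30 min at room temperature.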
AmpC inh detg: inhibitors of E. coli AmpC beta-lactamase with detergent; AmpC hydrolysis of nitrocefin, absorbance 480 nm, 0.01% Triton; Potency, µM (highest dose often 114 µM), inactives show top-dose activity change, negative = inhibition, usual class: inhibitors; AID 485294; hit rate 0.041% among 370,000;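 also: potency is read from the fitted curve at half-maximal effect; 0% = no-compound wells and -100% = no-enzyme wells; nearly all actives have a fitted effect of over 25% in size; some results filed as inactive show a strong effect at the top dose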
Target sequence (P00811 whole entry, looked up): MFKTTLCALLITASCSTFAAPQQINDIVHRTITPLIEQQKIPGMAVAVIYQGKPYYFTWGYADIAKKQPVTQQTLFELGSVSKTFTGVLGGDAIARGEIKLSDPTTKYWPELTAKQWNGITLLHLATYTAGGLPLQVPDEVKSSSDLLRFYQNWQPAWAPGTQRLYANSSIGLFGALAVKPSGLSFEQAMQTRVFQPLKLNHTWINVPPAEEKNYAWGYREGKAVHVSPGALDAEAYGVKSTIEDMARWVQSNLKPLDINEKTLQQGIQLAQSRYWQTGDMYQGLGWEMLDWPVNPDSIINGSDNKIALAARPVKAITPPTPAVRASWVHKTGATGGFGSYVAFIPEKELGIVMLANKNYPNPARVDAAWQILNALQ
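20 mM phosphate pH 7.0 + 0.01% (detergent screen) or 0.0001% Triton X-100; 5.3 nM AmpC reagent; cpd preinc 15 min RT; nitrocefin (800 uM stock) to start; A480 q20 s × 4 min; Activity was normalised to no-enzyme and no-compound control wells.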
HCV inh: HCV inhibition; Huh7.5.1 HCVcc-Cre infection, luciferase reporter, 44 h; Potency, µM (doses to about 41.8 µM), for the others: at the highest dose activity change, negative = inhibition, most hits filed as inhibitors; hit rate 3.4% among 340,000; also: potency is read from the fitted curve at half-maximal effect
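Cells seeded at 1,000/well and cultured 4 h, then compounds added followed by HCVcc-Cre virus (~0.5 moi). After 44 h further culture, luciferase substrate was added, plates held 15 min at room temperature, and luminescence read for 15 sec.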
HCMV antiviral: inhibitors of human cytomegalovirus | activity change, negative = inhibition, % at 57.5 µM | hit rate 4.5% among 410,000 | HFF cells, HCMV-luciferase reporter, 72 h; stronger effect = lower value; in the data active = activity change below about -60%; inconclusive = no clear call, values can overlap the other calls; inactive = above about -39%
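After 16 h attachment at 37C, HFF cells received test compound and HCMV-luciferase (1 PFU/cell); reporter luminescence read 72 h later, data normalized against buffer-only and known inhibitor Salinomycin.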
Sm TGR inh: S. mansoni TGR enzyme inhibition; Potency, µM (series often up to 114 µM), inactives show top-dose activity change, negative = inhibition, actives largely listed as inhibitors; hit rate 3% among 360,000; purified TGR, DTNB reduction, TNB absorbance 405 nm; AID 485364; Q962Y6; also: potency is read from the fitted curve at half-maximal effect; nearly all actives have a fitted effect of over 60% in size
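Kinetic colorimetric format: TGR-catalysed, NADPH-driven DTNB reduction monitored via TNB absorbance. Enzyme dispensed at 20 nM; compound exposure 15 min at room temperature before reaction start.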
Giardia FBPA inh: blocks Giardia fructose-bisphosphate aldolase activity; A8B2U2; Potency, µM (highest dose often 59.6 µM), without a hit: at the highest dose activity, negative = inhibition, hits mostly inhibitors; purified Giardia FBPA; hit rate 0.71% among 290,000; also: potency is read from the fitted curve at half-maximal effect; nearly all actives have a fitted effect of over 55% in size
Target sequence (A8B2U2 whole entry, looked up): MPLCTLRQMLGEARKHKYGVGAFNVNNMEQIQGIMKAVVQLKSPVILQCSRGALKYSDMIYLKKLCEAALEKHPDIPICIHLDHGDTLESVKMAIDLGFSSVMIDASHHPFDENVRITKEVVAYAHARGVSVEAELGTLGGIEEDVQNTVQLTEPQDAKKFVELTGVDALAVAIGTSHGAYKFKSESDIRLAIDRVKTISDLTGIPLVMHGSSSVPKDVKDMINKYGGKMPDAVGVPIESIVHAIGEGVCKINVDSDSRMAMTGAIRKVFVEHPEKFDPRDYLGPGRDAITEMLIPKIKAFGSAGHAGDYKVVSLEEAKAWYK
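Giardia FBPA (40 nM reagent) was preincubated 10 min at RT with compound (up to 57.5 uM final), then substrate plus GAPDH/TPI/NAD/arsenate coupling system with diaphorase/resazurin was added; resorufin fluorescence (525/598 nm) was read after 20 min.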
Starred values were filed as active, the others as inactive; ? = inconclusive; . = no result given; & = joins results of further samples; [ ] = dose if it differs, or a comment. Unless noted, calls follow the shape of the dose curve; as a rule, active = well fitted curve in the direction sought with a large enough effect; inconclusive = small, poorly fitted or top-dose-only effect, or another doubt; inactive = no such curve, though single readings can be large; an effect the other way counts as inactive or inconclusive. Unless noted, % is scaled to controls: 0 for no effect and ±100 for the full control effect.

Values run as follows: AMA1-RON2 inh, AmpC inh detg, HCV inh, HCMV antiviral, Sm TGR inh, Giardia FBPA inh
#1 Cc1nc2sc(C(c3ccc(Cl)cc3)N3CC(C)OC(C)C3)c(O)n2n1 (configuration not stated)
    4%, -10%, 0%, -4, 3%, 5%
#2 O=C1CNC(=O)c2c(nc3n2CCC3)N1
    -11%, -15%, 16%, ?, 6%, 5%
#3 O=C(Cc1cc(=O)[nH][nH]1)N/N=C/c1cccc2ccccc12
    54%[activator], 10%, -1%, -90*, 0%, -12%
#4 CC1CN(c2nc3ccccc3nc2C(C#N)C(=O)NCc2ccc3c(c2)OCO3)CC(C)O1 (configuration not stated)
    39%[activator], 3%, -18%&5%, -9, 3%, 0%
#5 C#CCOC(=O)c1cc(Cl)c(=O)n(Cc2ccc(Cl)cc2Cl)c1
    15%, 2%, ?, -11, 27%, 9%
#6 Cc1cc(=O)oc2c(CN(CC(C)C)CC(C)C)c(O)ccc12
    -1%, ?, 11%, 51, -1%, -2%
#7 Cc1ccc(NC(=O)C2CCN(S(=O)(=O)c3c(C)noc3/C=C/N(C)C)CC2)cc1
    -3%, 2%, -14%, -8, -7%, .
#8 COc1ccc(-c2cc(=O)c(C(=O)c3ccc(C)cc3)n[nH]2)cc1
    17%, -4%, 20%, -7, -2%, 7%
#9 CC(C)Cc1nnc(NC(=O)CCC(=O)N2CCCCC2)s1
    0%, -12%, 8%, -16, -8%, 3%
#10 CCCN1C(=O)/C(=C\c2nc3ccccc3c(=O)[nH]2)c2ccccc21
    -7%, 12%, 24%, 39, 10%, -6%

Entries of single compounds as entered above. Order of values: AMA1-RON2 inh, AmpC inh detg, HCV inh, HCMV antiviral, Sm TGR inh, Giardia FBPA inh
C#CCOC(=O)c1cc(Cl)c(=O)n(Cc2ccc(Cl)cc2Cl)c1 is listed with 15%, 2%, ?, -11, 27%, 9%
O=C(Cc1cc(=O)[nH][nH]1)N/N=C/c1cccc2ccccc12 is listed with 54%[activator], 10%, -1%, -90*, 0%, -12%
CC(C)Cc1nnc(NC(=O)CCC(=O)N2CCCCC2)s1 is listed with 0%, -12%, 8%, -16, -8%, 3%
Cc1nc2sc(C(c3ccc(Cl)cc3)N3CC(C)OC(C)C3)c(O)n2n1 (configuration not stated) is listed with 4%, -10%, 0%, -4, 3%, 5%

Later entries
Values run as follows: AMA1-RON2 inh, AmpC inh detg, HCV inh, HCMV antiviral, Sm TGR inh, Giardia FBPA inh
#11 Cc1ccc(C)c(NC(=O)c2cc(S(=O)(=O)N3CCCc4ccccc43)ccc2F)c1
    ., 12%, ., -62*, 13%, .
#12 CCc1c(C(C)S(=O)(=O)c2ccc(C)cc2)[nH]c(=O)n1-c1ccc(C)cc1 (configuration not stated)
    4%, 3%, -2%, 5, 2.8µM*, -1%
#13 COc1ccc(NC(=O)Nc2ccc(C(=O)N3CCOCC3)cc2)cc1OC
    3%, ?, 5%, 45, -35%, 6%
#14 Cc1ccc(C(O)P(=O)(Oc2ccccc2)Oc2ccccc2)cc1 (configuration not stated)
    -6%, -9%, -1%, 49, 0%, .
#15 Cc1ccc(N(C(=O)CNC(=O)c2ccco2)C(C(=O)NC2CCCC2)c2cccnc2)cc1C (configuration not stated)
    -14%, ?, 8%, -4, 3%, 12%
#16 O=C(NCc1cn2ccsc2n1)Nc1ccc(Cl)cc1
    -3%, ?, -23%, -37, 9%[11.4 µM], 0%
#17 O=C(CNc1ccccc1)N/N=C/c1c(O)ccc2ccccc12
    66%[activator], 1%, 10µM*, -89*, -2%, -12%
#18 O=C(C[C@@H]1C/C=C\CC[C@@H](Cc2ccc(F)cc2)C(=O)OC[C@@H](Cc2ccccc2)NC1=O)NCCO
    3%, ., ?, 3, ., .
#19 O=C(Nc1ccccc1N1CCOCC1)c1cccc(NS(=O)(=O)c2ccc(F)c(F)c2)c1
    -12%, ?, ?, -28, 9%, -5%
#20 CCCn1c(N)c(C(=O)CSc2nnc3ccccn23)c(=O)n(C)c1=O
    -7%, -4%, 1%, -25, -10%, .
#21 S=C(NCc1cccnc1)Nc1ccc(Cl)cc1Cl
    4%, 2%, -17%, 14, ., 0%
#22 CSc1ccc(C(=O)NCC(=O)O)cc1[N+](=O)[O-]
    -8%, -12%, 0%, 43, 7%, -2%
#23 CS(=O)(=O)c1ccc(Cl)c(NC(=O)C2CC(=O)N(Cc3ccco3)C2)c1 (configuration not stated)
    -14%, 2%, -8%, -22, 5%, .
#24 CCn1c(N2CCN(S(=O)(=O)CC)CC2)nc2ccccc21
    15%, -13%, 21%, 2, 6%[57.1 µM], 1%
#25 CCOC(=O)CSc1nc(N)c(C#N)cc1C#N
    -4%, ?, 9%, ?, 1%, -4%
#26 N#CCCn1cc(C(=O)O)c(-c2ccc3ccccc3c2)n1
    -3%, -2%, 12%, -23, ?, -6%
#27 Cc1cc(O)c(/C=N/Nc2ccccc2Cl)c(=O)o1
    56%[activator], 3%, 10%, 14, ?, -13%
#28 COc1cc(/C=C(\C#N)C(=O)NC2CCCCC2)ccc1OCc1ccc(C(=O)O)cc1
    -5%, 1%, 5%, -36, ., -3%
#29 NC(=O)c1nsc(C(=O)N(c2ccccc2)C(C(=O)NCC2CCCO2)c2cccs2)c1N (configuration not stated)
    7%, 4%, -5%, -19, 1%, -9%
#30 NC(=O)CSc1nnnn1-c1ccccc1Cl
    -6%, 1%, 21%, -4, -4%, 1%
#31 C=C(c1ccccc1)P(=O)(O)O
    -5%, -8%, 14%, 2, 1%, 8%
#32 Cc1cc(C(=O)NCc2ccc3c(c2)OCO3)ccc1[N+](=O)[O-]
    9%, 5%, -18%, -12, -7%, -5%
#33 COc1ccc(C(=O)NC(=S)NCCc2ccccc2)cc1
    -19%, 2%, 10%, -17, ., -4%
#34 Cc1noc(C)c1COc1ccc(CC(=O)NCCc2ccccn2)cc1
    1%, -9%, 10%, -22, 8%, 8%
#35 COc1ccccc1N1CCN(C(=O)c2cccc3c(=O)c(C)c(-c4ccccc4)oc23)CC1
    -9%, -5%, ?, -66*, -11%, -1%
#36 OCCN=C1CCCc2c1[nH]c1ccc(Br)cc21
    -7%, 3%, 5.6µM*, -13, -3%, -5%
#37 O=C(Nc1cccc2ccccc12)c1cn(-c2ccccc2)nc1-c1cccs1
    -3%, -4%, ?, ?, -10%, .
#38 CC(C)Oc1ccc(C(=O)Nc2ccccc2N2CCCC2)cc1
    -7%, 0%, ?, ?, -9%, -7%
#39 Cc1cccc(C(=O)Nc2cc(OCc3cccc(F)c3)c(Cl)cc2Cl)c1
    2%, -2%, -25%, -12, -5%, 0%
#40 CC(=O)NC12CC3CC(C1)CC(C(=O)N1CCN(S(=O)(=O)c4cccs4)CC1)(C3)C2
    -8%, -10%, -5%, -18, -21%, .
#41 CC(C)Nc1nc(NC(N)=S)nc(NC(C)C)n1
    18%, -8%, ?, 10, -1%, 0%
#42 CCOC(=O)N1CCC(NC(=O)C2CCCCN2S(=O)(=O)c2ccc(F)cc2)CC1 (configuration not stated)
    -2%, -4%, 3%, 23, -9%, 1%
#43 Cc1ccc(Cl)cc1NC(=O)C1CCC(CNS(=O)(=O)c2cccc3nsnc23)CC1 (configuration not stated)
    ., ?, ., 2, 0%, .
#44 Cc1ccc(Nc2nnc(SCc3nc4ccccc4c(=O)[nH]3)s2)cc1
    -14%, -13%, -7%, 0, 12%, 3%
#45 CCOc1ccccc1NC(=S)NC1CC2CCC1C2 (configuration not stated)
    1%, -6%, -17%, ., -27%, 10%
#46 O=C(CN1CCN(Cc2cccc(Cl)c2)C1=O)N1CCC2(CC1)OCCO2
    7%, 2%, 4%&21%, 80, -9%, 2%
#47 Cc1cccc(C2=NN(c3ccccc3)[C@H](CO)[C@H]2c2ccc(F)cc2)c1
    139%[activator], ., -11%, -20, ., -12%[89.2 µM]
#48 COc1ccc2nc(NN=C(C)c3ccccn3)cc(C)c2c1
    ?, ., ?, -99*, ., .
#49 Cc1nc2[nH]onc2c2nccc(=O)c12
    -15%, 1%, 2%, 1, -8%, 8%
#50 COc1ccc2c(c1)C=C(CN1CCN(Cc3ccccc3C)C(CCO)C1)CO2 (configuration not stated)
    -10%, ?, -12%, -19, ?, 1%
#51 Cc1cccc(-n2c(SCC(=O)N(C)C3CCS(=O)(=O)C3)nc3ccccc3c2=O)c1C (configuration not stated)
    -8%, -11%, 14%, ?, -2%, .
#52 COCCN(C(=O)Nc1ccc(F)cc1F)c1nc2ccccc2s1
    32%[activator], 1%, -2%, 97, 0%, 8%
#53 CCNc1nc(N2CCOCC2)nc(N(c2ccccc2)c2ccccc2)n1
    20%, -7%, 16%, 16, -2%, 1%
#54 Cc1cc(O)c(NC(=S)NC(=O)c2ccc(-c3ccc(Cl)cc3)o2)cc1C
    18%, -13%, -6%, 1, -21%, 10%
#55 Cc1cc(C(=O)N2CCC3(CC2)OCCO3)no1
    2%, 0%, 23%, 22, 12%, -10%
#56 O=C(N/N=C/c1ccncc1)c1ccncc1
    12%, ., 14%, -14, ., .
#57 COC(=O)c1ccc(C)cc1
    16%, ., 15%, -14, ., .
#58 CC(=O)c1cccc(S(=O)(=O)N2CCCC(c3nc(-c4ccc(C)o4)no3)C2)c1 (configuration not stated)
    -14%, -19%, -13%, -38, 50µM*, -9%
#59 CCOC(=O)CCCn1nc(C)n2c(cc3sccc32)c1=O
    -1%, -6%, 5%, -34, -1%, 1%
#60 CC(=O)NC(CC(=O)Nc1ccc(S(=O)(=O)N2CCOCC2)cc1)c1ccccc1 (configuration not stated)
    9%, ., -6%, 0, ., .

Continuation:
Values run as follows: AMA1-RON2 inh, AmpC inh detg, HCV inh, HCMV antiviral, Sm TGR inh, Giardia FBPA inh
#61 CCN1C[C@@H]2[C@@H]3C(=O)N(Cc4ccccc4)C(=O)[C@@H]3[C@](CC)(C(=O)OC)N2C1=NC
    1%, ., 14%, -10, ., .
#62 CN1CCN(CCNC(=O)Nc2ccc(Cl)cc2)CC1
    2%, 0%, ?, 47, -22%, 5%
#63 C/C(N)=C(/C#N)C(=O)CSc1nc2ccccc2c(=O)n1Cc1ccc(C)cc1
    83%[activator], -11%, -8%, ?, -13%, -12%
#64 COC(=O)C1=C(C)NC2=C(C(=O)CC(C)(C)C2)C1c1ccsc1 (configuration not stated)
    -3%, -2%, -25%, 28, -7%, 10%
#65 Cc1ccc(NC(=O)CCC(=O)N/N=C/c2coc3ccc(F)cc3c2=O)cc1
    92%[activator], ., 5%, -36, ., .
#66 COc1ccccc1C(=O)NC(=O)CSc1nnc(N)s1
    12%, -2%, 3%, 33, ?, .
#67 N#Cc1ccc(CSc2nc(N)cc(N)n2)cc1
    2%, ?, 10%, -11, -10%, -10%
#68 O=C(CCNS(=O)(=O)c1ccc(Br)cc1)NC1CCN(Cc2ccccc2)CC1
    -19%, -8%, ?, -17, 3%, .
#69 CCC(CC)C(=O)Nc1ccc2nc(SCC(=O)N3c4ccccc4CC3C)sc2c1 (configuration not stated)
    ., 11%, ., -32, 1%, .
#70 CC(C)N(C(=O)CS(=O)(=O)c1ccc(Cl)c(Cl)c1)C(C)C
    -3%, ?, 7%, -39, 7%, 1%
#71 COCCN(C(=O)Nc1ccc(OC)cc1OC)C1CCN(C(C)C)CC1
    -7%, ?, ?, -5, 11%, 0%
#72 COCCn1c(Cc2ccccc2)nnc1SCC(=O)N1CCCC1=O
    -8%, -9%, 17%, -1, 1%, .
